# ADAM10 inh: inhibits human ADAM10; O14672; recombinant ADAM10, EDANS/DABCYL FRET peptide cleavage, 3 h; inhibition, % at 7 µM; hit rate 0.62% among 370,000; AID 720582;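 active = inhibition above a per-campaign cutoff equal to the mean of compounds falling between control-based bounds plus 3 SD, cut at about 20% in these data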;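 note: 0% = DMSO wells while the 100% control is not disclosed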
# hgDAF12 agonist: activates the H. glycines DAF-12 receptor ligand-binding domain | hit rate 1.8% among 370,000 | HEK293 GAL4-hgDAF12 UAS-luciferase reporter, agonist luminescence; normalized to butyrate control | AID 687014 | activation, % at 6.8 µM;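 active = activation above a cutoff set at the mean of all screened compounds plus 3 SD, cut at about 10% in these data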;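 note: 0% = DMSO wells and 100% = sodium butyrate wells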
# ssDAF-12 act: S. stercoralis DAF-12 activation, primary screen; hit rate 1% among 370,000; activation, % at 6.8 µM; AID 652126; HEK293 ssDAF-12/GRIP1 lit1-tk-luc reporter, luminescence; % of 3 µM dafachronic acid response;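 active = activation above the mean over all tested compounds plus 3 SD, cut at about 0.9% in these data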;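 note: 0% = DMSO-only wells and 100% = 3 µM delta7-dafachronic acid wells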
# hcDAF12 agonist: activates DAF-12 receptor from parasite H. contortus | activation, % at 6.8 µM | HEK293 hcDAF-12 lit1-tk-luc reporter, luminescence; 0% DMSO, 100% Δ7-dafachronic acid | hit rate 1.4% among 370,000 | AID 652067;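 active = activation above the mean of all tested compounds plus 3 SD, cut at about 5.5% in these data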;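 note: 100% = response to 3 µM Δ7-dafachronic acid high control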
# GC-A act: GC-A (human) enzyme activation | P16066 | HEK293 GC-A cells, cGMP TR-FRET, EC30 ANP; 0% at EC30 ANP, 100% saturating ANP | activation, % at 10 µM | hit rate 0.14% among 370,000; in the data active = activation above about 40%
# SMARCA2 act: SMARCA2 function activation, primary screen. MG213 cells, MMTV-luciferase reporter, dexamethasone, overnight. activation, % at 9.1 µM. hit rate 1% among 370,000; in the data active = activation above about 7.8%;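 note: 0% = vehicle wells and 100% = reference activator wells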
# DAX1 inh-1: inhibitors of DAX1 repression of SF-1 activated StAR promoter; HEK293T StAR-luciferase reporter, SF-1/DAX-1 repression relief; inhibition, % at 6.8 µM; hit rate 1.1% among 370,000; AID 652010;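 active = inhibition above the mean over all tested compounds plus 3 SD, cut at about 3.6% in these data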;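 note: 0% = DAX-1 cells with DMSO and 100% = cells lacking DAX-1 with DMSO; higher inhibition means more luminescence from relief of DAX-1 repression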
# NPR2 activator: GC-B (human) receptor activation | P20594 | HEK293-GC-B cells, CNP EC30, cGMP TR-FRET; 0% at EC30 CNP, 100% saturating CNP | activation, % at 10 µM | hit rate 0.11% among 370,000 | AID 1920062;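 active = activation at 10 µM reaching about 35% in either raw or pattern-adjusted values, limit read from the data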
# Target sequence (P20594 whole entry, looked up): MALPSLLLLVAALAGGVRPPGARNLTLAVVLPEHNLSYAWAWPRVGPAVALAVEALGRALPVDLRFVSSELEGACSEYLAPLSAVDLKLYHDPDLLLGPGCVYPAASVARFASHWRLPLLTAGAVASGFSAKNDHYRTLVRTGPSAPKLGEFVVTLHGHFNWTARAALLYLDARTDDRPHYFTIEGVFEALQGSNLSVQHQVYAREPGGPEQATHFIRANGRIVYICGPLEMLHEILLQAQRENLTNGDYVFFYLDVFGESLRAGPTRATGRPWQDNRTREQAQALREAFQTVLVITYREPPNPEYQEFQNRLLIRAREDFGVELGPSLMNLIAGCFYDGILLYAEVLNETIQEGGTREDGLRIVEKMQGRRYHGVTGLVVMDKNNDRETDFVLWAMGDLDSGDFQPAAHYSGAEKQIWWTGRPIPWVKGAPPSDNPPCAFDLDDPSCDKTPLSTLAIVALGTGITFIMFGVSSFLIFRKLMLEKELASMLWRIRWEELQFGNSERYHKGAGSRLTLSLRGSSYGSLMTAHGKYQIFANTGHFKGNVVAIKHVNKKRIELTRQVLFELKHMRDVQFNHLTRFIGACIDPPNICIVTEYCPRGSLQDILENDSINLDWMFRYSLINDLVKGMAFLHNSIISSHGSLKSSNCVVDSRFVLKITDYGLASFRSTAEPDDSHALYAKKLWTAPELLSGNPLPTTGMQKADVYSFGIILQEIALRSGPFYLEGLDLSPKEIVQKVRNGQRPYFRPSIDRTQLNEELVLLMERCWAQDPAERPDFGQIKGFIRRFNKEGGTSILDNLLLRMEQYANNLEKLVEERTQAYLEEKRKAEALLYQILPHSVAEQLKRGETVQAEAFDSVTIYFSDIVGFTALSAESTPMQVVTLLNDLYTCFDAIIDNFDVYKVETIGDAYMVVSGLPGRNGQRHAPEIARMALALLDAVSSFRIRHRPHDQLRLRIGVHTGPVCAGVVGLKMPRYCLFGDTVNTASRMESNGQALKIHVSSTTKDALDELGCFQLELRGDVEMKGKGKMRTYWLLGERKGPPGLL
# HGIII-sPLA2 inh: Inhibits HGIII-sPLA2 liposome hydrolysis, primary screen; Q9NZ20; QFRET BODIPY PC-A2 liposome hydrolysis, fluorescence; inhibition, % at 12.2 µM; hit rate 0.56% among 370,000;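 active = inhibition above mean plus 3 SD of compounds lying within the high and low control bounds, cut at about 19% in these data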;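 note: 0% = median of test compound wells and 100% = no enzyme DMSO wells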
# DAX1 inh-2: inhibitors of human orphan nuclear receptor DAX1 (NR0B1) | HEK293 Gal4-DAX1 luciferase reporter, luminescence | inhibition, % at 6.75 µM | hit rate 0.99% among 340,000 | AID 504766;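 active = inhibition above the mean over all tested compounds plus 3 SD, cut at about 4.2% in these data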;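 note: 0% = DAX1-transfected cells with DMSO and 100% = empty-vector control cells with DMSO; inhibition shows as a rise in luminescence from relieved DAX1 repression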
# GAA850 FXN act: frataxin GAA850 promoter activation; HEK293 lucGAA850 FXN promoter luciferase reporter, 24 h; percent of 10 µM SAHA response; activation, % at 6 µM; hit rate 0.56% among 360,000;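 active = activation above the average of all compounds screened plus 3 SD, cutoff fixed separately per campaign, cut at about 7.5% in these data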;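 note: 0% = DMSO wells and 100% = 10 µM SAHA wells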
# Active calls of the source: *; i = inactive; nt = no result given.
SMILES,ADAM10 inh,hgDAF12 agonist,ssDAF-12 act,hcDAF12 agonist,GC-A act,SMARCA2 act,DAX1 inh-1,NPR2 activator,HGIII-sPLA2 inh,DAX1 inh-2,GAA850 FXN act
CC(C)(O)C#Cc1ccc(CN2CCCC(CNC(=O)c3ccco3)C2)cc1 (centres undefined),-19,-0.4,-1.3,-1.9,2,-2,0.8,-1,3,0.9,0.9
Nc1ccc(O)c2c(=O)cc(-c3ccccc3Cl)oc12,3,9.2,0.1,3.7,2,8.1*,2.9,-4,27*,2.8,2.8
Clc1ss/c(=N\c2ccccn2)c1Cl,-10,0.9,-0.3,2.4,6,1,0.4,3,4,-1.1,0.8
FC(F)(F)c1cc(N2CCOCC2)nc(-c2ccccc2)n1,9,-1.5,-1.1,-1.6,3,-4,-0.1,-3,-1,0.0,1.7
O=C(O)CC(C(=O)N(c1ccccc1)c1ccccc1)N1CCOCC1 (centres undefined),-12,-1.4,-0.4,-1.9,3,-1,0.6,-1,13,-0.1,0.1
COc1ccccc1CNC(=O)c1cnccn1,-9,1.8,-0.8,-0.8,1,3,-0.4,3,-2,1.3,1.3
CC(=O)c1cccc(OCc2cc(C(=O)N(C)CCc3cnn(C)c3)no2)c1,-1,1.4,-0.7,1.7,5,3,1.9,8,-1,-0.2,1.9
O=C(Nc1ccc2oc(-c3ccccc3)nc2c1)c1cc(-n2cnnc2)ccc1Cl,-7,2.2,-2.2,0.6,14,-3,-0.6,3,-6,3.8,2.0
COC(=O)C1=NN[C@H](C(=O)OC(C)(C)C)[C@H]1c1ccccc1,0,-0.1,0.6,-1.0,2,0,0.2,0,-6,-0.5,0.4
COc1ccc(N2CC(C(=O)NCCc3ccc(Cl)cc3)CC2=O)cc1 (centres undefined),3,-0.2,-1.0,-1.7,-6,2,-0.2,-6,0,-0.5,-2.0
O=C(Nc1cccc2ccccc12)c1ccc2sc([C@@H]3O[C@H](CO)[C@@H](O)[C@H]3O)nc2c1,1,6.5,-1.0,0.1,3,1,0.6,5,11,nt,0.5
Cc1cc(C)c2nc(-c3cccc(Cl)c3)c(C)c(C(=O)N3CCOCC3)c2c1,2,-1.8,-1.3,-0.2,2,-1,0.4,0,-11,0.0,2.7
CC1=CC(=O)[C@H]2C(C)(C)CCC[C@]2(C)[C@@]1(O)CO,-8,0.1,-1.2,3.1,2,1,1.2,1,-1,0.4,1.3
N/C(Cc1ccc([N+](=O)[O-])cc1)=N\OC(=O)Cc1ccccc1,-2,1.5,-1.4,-1.3,3,0,-0.5,3,-7,0.0,2.6
Cc1ccc(NC(=O)NCc2nc3ccccc3n2C)cc1,-9,1.0,-0.3,1.3,-5,-2,0.1,5,-2,0.8,0.8
CCC(C)c1nc2c(c(N3CCC3=O)c1-c1ccccc1)CCCC2 (centres undefined),5,-1.0,-1.4,-0.1,0,-1,0.2,1,6,0.4,0.6
COc1cccc(/C=N/NC(=O)CN(C2=NS(=O)(=O)c3ccccc32)c2ccccc2)c1,1,-0.7,-1.9,-1.9,-3,0,-0.1,-1,-7,0.6,1.8
O=C(Nc1ccccc1)N(C1=NCCC1)c1ccc(OC(F)F)cc1,-9,-3.2,-1.1,-0.1,1,-2,0.3,-1,-2,0.0,2.6
CC(OC(=O)c1ccc2c(c1)NC(=O)CS2)C(=O)c1ccc(F)cc1 (centres undefined),-5,-2.5,-0.4,0.3,5,-2,-1.1,-2,0,-1.5,0.5
S=c1[nH]nc(-c2ccco2)n1/N=C/c1ccc(Cl)cc1,2,-0.2,-0.4,-0.5,3,-1,-0.3,-1,15,-1.3,2.1
CCN(C(=O)CSc1nnc(Nc2ccccc2)s1)C1CCS(=O)(=O)C1 (centres undefined),-4,-0.5,-0.6,-1.1,5,-3,1.1,-3,6,1.9,-0.5
Cc1ccc(S(=O)(=O)N[C@H](CNCc2ccccc2)C(C)C)cc1,-2,2.0,-1.1,3.1,1,-1,0.8,0,2,nt,nt
COCCCNC1=C(C#N)C(=O)NC(c2cccc([N+](=O)[O-])c2)S1 (centres undefined),-6,2.0,-1.3,-0.9,2,-4,-0.6,1,8,1.2,0.0
COc1ccc(C(CC(=O)O)NC(=O)COc2cc(C)ccc2C)cc1OC (centres undefined),0,0.9,-2.0,-0.4,-6,-2,-0.6,0,-7,nt,2.5
CC(=O)Nc1cccc(NC(=O)CSc2nc(=O)n3cccc(C)c3n2)c1,2,2.4,-0.8,0.4,0,4,-0.6,3,6,0.8,2.5
C[n+]1cn(Cc2cc(Cl)ccc2OC(F)F)c2ccccc21,3,-0.1,-0.7,1.3,0,-2,-0.3,4,-7,1.2,0.6
Cc1c(-c2ccccc2)sc(Br)c1C(=O)N1CCOCC1,9,-0.8,-1.2,-1.7,3,0,-1.3,3,3,1.3,0.0
O=S(=O)(Nc1nc2ccccc2nc1NCc1ccco1)c1cccs1,-16,1.0,-1.4,-1.1,3,5,0.1,2,-33,-0.1,2.1
O=C(Oc1ccc(C(=S)N2CCOCC2)cc1)c1cccc([N+](=O)[O-])c1,9,0.0,-1.6,-1.1,-5,-1,0.1,2,2,1.7,-1.2
CCC(c1nnnn1CCOC)N(Cc1cc2c(C)cc(C)cc2[nH]c1=O)CC1CCCO1 (centres undefined),-210,0.0,-1.3,0.4,0,-4,-0.3,1,2,-0.6,3.8
Cc1ccc(Nc2nc3ccccc3n3cnnc23)cc1C,-5,0.6,-1.9,2.3,-13,1,0.1,-11,1,1.8,1.6
O=C(c1c(F)cccc1F)N1CCCC1,-6,-2.1,-1.1,-1.3,2,0,-0.3,-1,4,-1.0,-0.2
COc1ccnc(CSC(N)=Nc2ccc(F)cc2)c1,-27,3.8,-0.4,0.3,-5,5,0.3,-3,-1,-1.3,0.3
Clc1ccc(OCc2cc(-c3ccccc3)no2)c(Cl)c1,3,15*,0.9*,7.2*,9,7,7.5*,-4,-3,-0.7,-2.0
Cc1ccc(S(=O)(=O)N2CCC(NC(=O)c3ccccc3)CC2)cc1,-1,-1.7,-1.8,-1.4,2,0,0.1,4,0,0.2,0.0
O=C(COc1cc(F)ccc1[N+](=O)[O-])Nc1cccc(Br)c1,3,0.1,-0.7,-0.4,-4,-1,0.8,-4,2,0.1,6.1
N#Cc1ccccc1/C=N/Nc1nc(-c2ccccc2)c2cc(Br)ccc2n1,-17,-2.2,-1.1,0.1,-7,-3,-0.6,-9,-3,0.2,0.9
CC(=O)N/N=C(\N)c1nonc1N,5,-0.8,-1.5,0.2,7,-4,-0.3,0,7,nt,2.6
CCCN(C(=O)C(C)Oc1cccc(Cl)c1)c1c(N)n(Cc2ccccc2)c(=O)[nH]c1=O (centres undefined),5,2.1,0.8,4.0,-3,-2,0.3,3,-13,0.0,1.8
COc1ccc(OC)c(S(=O)(=O)NCC2CCN(C(=O)C(=O)c3cccs3)CC2)c1,-4,0.9,-1.2,1.4,2,-6,0.6,-4,11,nt,nt
CC(C)[C@@H](C)/C=C/[C@@H](C)[C@H]1CC[C@@H]2[C@]1(C)CCC1[C@]23C=C[C@]2(C[C@@H](O)CC[C@]12C)N(c1ccc(Br)cn1)O3 (some centres undefined),3,-1.2,-0.7,0.7,7,-3,0.1,-1,8,nt,nt
O=C(N/C(=C/c1cccs1)C(=O)N1CCOCC1)c1ccccc1,-3,-0.7,-1.1,-1.6,-2,1,-0.4,2,-1,3.0,-0.9
CC(=O)c1cccc(NC(=O)c2cc(-c3ccc(F)cc3)on2)c1,0,4.3,0.4,-0.3,1,-2,0.2,1,-4,0.2,1.2
c1ccc(C[C@H]2COc3c4ccccc4nn32)cc1,-6,6.5,-0.8,1.9,-8,2,2.8,-4,1,nt,nt
Cc1cc(C)cc(N(CC(=O)NC(C)C)C(=O)CCC(=O)Nc2ccccn2)c1,6,1.1,-1.3,-1.2,1,2,0.4,-3,2,-0.6,0.0
O=C(COc1ccc2oc(-c3ccco3)cc(=O)c2c1)N1CCCCC1,i,1.2,0.2,-0.5,0,0,0.0,-7,-8,-1.3,1.3
N#CCC(=N)N1CCN(c2cccc(Cl)c2)CC1,3,-2.0,-0.9,-1.4,-5,0,-0.3,-4,-5,-0.6,-1.0
O=C(CCCN1C(=O)C2CC=CCC2C1=O)Nc1ccccc1F (centres undefined),-6,1.0,0.4,-0.4,4,-2,2.8,2,-4,1.2,3.1
CC(C)(C)NC(=O)COC(=O)c1cc(F)c(F)cc1Cl,7,-0.6,-0.5,-0.9,4,0,-0.2,8,-3,-1.5,2.8
COc1ccccc1C(c1nnnn1C(C)(C)C)N1CCN(Cc2ccncc2)CC1 (centres undefined),10,-1.1,-0.7,-0.6,1,0,0.2,-7,7,-1.1,0.2
COc1ccccc1-n1nc(C)c(-c2ccccc2)c1N,3,2.9,-2.0,-1.6,1,-5,0.2,1,6,1.1,-1.1
COc1ccc(N2CCN(C(=O)CN3CCN(c4nc(-c5ccc(F)cc5)cs4)CC3)CC2)cc1,-5,-3.4,-1.6,0.3,-5,-6,-0.7,-1,-4,-1.3,-3.0
Cc1cc(Br)cn2c(Cc3ccccc3C(F)(F)F)c(C3CCCCC3)nc12,6,0.2,-0.3,1.8,-4,-5,0.1,2,12,nt,nt
CCN1CCN(C(c2cccs2)C(C)NS(=O)(=O)c2ccc(F)cc2)CC1 (centres undefined),4,-1.7,-0.8,0.4,-5,3,0.6,5,-4,0.4,-0.2
COc1cccc(NC(=O)CCNS(=O)(=O)c2ccc3c(c2)CC(C)N3C(=O)C2CC2)c1 (centres undefined),8,2.3,-1.6,-1.6,-13,-3,-0.4,-8,-6,1.1,1.2
CCC(C(=O)N1CCOCC1)n1nc(C)n2c(cc3cc(C)ccc32)c1=O (centres undefined),-91,-0.1,-1.5,-1.8,3,-1,1.8,-1,0,0.0,1.2
Cc1nc(C(=O)NNC(=O)c2c(-c3c(Cl)cccc3Cl)noc2C)cs1,3,-1.2,-1.6,-2.0,4,-5,-0.6,4,-1,1.8,-0.6
COc1ccc(C(=O)NCCNC(=O)c2ccc(OC)cc2)cc1,2,2.1,-1.7,-2.5,3,-5,-0.3,-3,-5,0.4,0.8
Brc1cccc(/C=N\n2cnnc2)c1,-1,-0.3,-1.6,-1.0,-1,-1,0.1,-1,0,1.6,0.7
O=C(Nc1ccc(Cc2ccc(NC(=O)C3CC3)c(O)c2)cc1O)C1CC1,-7,0.3,-1.3,-0.6,3,-4,-1.7,4,-40,-1.0,-1.8
O=C1CCC(=O)N(O)CCCCCNC(=O)CCC(=O)N(O)CCCCNC(=O)CCC(=O)N(O)CCCCCN1,-15,3.0,-0.2,-0.7,1,-2,-0.4,-6,10,5.3*,-1.6

# Some entries already given, reduced to HGIII-sPLA2 inh and DAX1 inh-1:
SMILES	HGIII-sPLA2 inh	DAX1 inh-1
Cc1ccc(Nc2nc3ccccc3n3cnnc23)cc1C	1	0.1
O=C(c1c(F)cccc1F)N1CCCC1	4	-0.3
